Screens from PubChem BioAssay.
Cneo AK release: Cryptococcus neoformans cell lysis inducers, primary screen, AK release luminescence, single concentration | AID 651654, 2012 | C. neoformans lysis, adenylate kinase release luminescence, 4 h; normalised: neutral wells 0, clomiphene wells 100 | hit rate 0.2% among 360,000 | lysis activity, % at 15 µM;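 active means mean lysis activity across replicates of at least 80%, whatever share of replicates individually reach that level; inactive means mean lysis activity below 80%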
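Test system: log-phase Cryptococcus neoformans yeast cells; Quantity: yeast cell density of 5 × 10^6 cells/mL; Buffer or medium: YPD; Doses: single compound concentration per well; Timing: 4 h at 37 °C static, read 1 h later; Measured by: AK luminescence; Read-out basis: lysis from increased AK signal; Control set: Clomiphene as positive control.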
miR122 inh: miR-122 Renilla sensor signal increase in Huh7, primary screen, miR-122 inhibitor project, cell-based, single point, plate reader; activation (reporter increase), % at 12.5 µM; Huh7 miR-122 Renilla luciferase sensor, 48 h; neutral wells = 0, positive control = 100; hit rate 0.3% among 340,000;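 active means mean replicate activation score at least 90 and every replicate individually at or above 90; inconclusive means only one of the two criteria met; inactive means neither criterion met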;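 further: higher luciferase means less miR-122 activity so hits act as miR-122 inhibitors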
ARNT TACC3 PPI: disruptors of ARNT/TACC3 protein interaction, primary screen, biochemical, AlphaScreen, single concentration; Transforming acidic coiled-coil-containing protein 3 (Homo sapiens), Q9Y6A5; AlphaScreen His-ARNT PAS-B/GST-TACC3 binding, luminescence; TACC3 fragment carries E629A point mutation; inhibition, % at 9.99 µM; hit rate 0.66% among 390,000; AID 623870, 2012;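 active means mean inhibition of replicates at least 50% and at least half of replicates each reaching 50%; inconclusive means half or more replicates reach 50% but mean below 50%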;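 further: 0% = complete ARNT plus TACC3 wells and 100% = ARNT alone without TACC3; many hits fall short of the cut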
esBAF inh: Bmi1 luciferase reporter increase in mESCs, primary screen, esBAF inhibitor project, mouse ES cells, Bmi1 luciferase knock-in, single point; 24 h; 100% = twice the neutral-well signal; reporter increase, % at 12.5 µM; hit rate 2% among 350,000; in the data active means activation above about 40%; inconclusive means no clear call, values can overlap the other calls;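 further: 0% = median of the plate's neutral control wells and 100% = double that signal; a rise in the Bmi1 reporter signal indicates esBAF inhibition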
C2C12 statin: suppressors of statin myotoxicity in C2C12 myotubes, primary screen, cell-based, single point, plate reader | C2C12 myotubes + simvastatin, ATP luminescence, 48 h; scaled: DMSO 0, geranylgeraniol control 100 | rescue of ATP level, % at 7.49 µM | hit rate 0.78% among 330,000;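 active means mean ATP rescue above about 67%, or every replicate alone reaching that limit, limit read from the data, passing the limit was not always enough; inconclusive means no clear call, values can overlap the other calls; inactive means mean under the limit and some replicate under it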;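 further: myotubes were challenged with 10 µM simvastatin during compound exposure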
SIRT5 inh: SIRT5 desuccinylase inhibitors, primary screen, biochemical, fluorescence imaging, single point, set 5; Purified SirT5, succinyl-peptide AMC, trypsin-coupled fluorescence; inhibition, % at 15 µM; hit rate 1.1% among 330,000; in the data active means inhibition above about 15%; inconclusive means no clear call, values can overlap the other calls
Target sequence (Q9NXA8 whole entry, looked up): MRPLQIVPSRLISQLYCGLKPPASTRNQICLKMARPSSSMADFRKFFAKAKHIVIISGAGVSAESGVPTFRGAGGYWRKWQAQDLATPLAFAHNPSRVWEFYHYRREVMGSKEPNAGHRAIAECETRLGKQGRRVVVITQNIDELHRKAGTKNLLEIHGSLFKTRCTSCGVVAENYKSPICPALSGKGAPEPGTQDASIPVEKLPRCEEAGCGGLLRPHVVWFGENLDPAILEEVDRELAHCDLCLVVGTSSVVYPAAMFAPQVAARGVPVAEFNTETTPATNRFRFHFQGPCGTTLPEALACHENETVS
ERp5 block: inhibitors of ERp5-driven insulin aggregation, primary screen, biochemical, turbidity, absorbance 650 nm, single point; Protein disulfide-isomerase A6 (Homo sapiens), Q15084; AID 651711, 2012; inhibition, % at 9.99 µM; hit rate 0.05% among 350,000; 90 min;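 active means mean replicate inhibition above about 25%, with every replicate also reaching it, limit read from the data, passing the limit was not always enough; inconclusive means only one of those two criteria met; inactive means neither criterion met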
Target sequence (Q15084 whole entry, looked up): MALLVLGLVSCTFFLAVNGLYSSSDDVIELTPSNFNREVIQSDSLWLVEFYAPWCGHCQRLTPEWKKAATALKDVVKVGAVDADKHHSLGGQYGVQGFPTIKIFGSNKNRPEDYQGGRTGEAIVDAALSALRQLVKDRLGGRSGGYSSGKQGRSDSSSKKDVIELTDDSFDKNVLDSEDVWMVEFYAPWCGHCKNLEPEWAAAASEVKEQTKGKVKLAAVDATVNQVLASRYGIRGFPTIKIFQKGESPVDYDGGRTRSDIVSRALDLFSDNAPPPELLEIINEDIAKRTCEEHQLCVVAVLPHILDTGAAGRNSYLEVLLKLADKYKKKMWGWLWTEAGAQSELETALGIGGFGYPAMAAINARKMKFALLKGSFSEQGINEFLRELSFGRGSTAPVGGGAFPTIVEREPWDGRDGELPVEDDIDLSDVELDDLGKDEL
* = called active by the depositor; ? = inconclusive; . = not tested or not shown; & = joins results of further samples; [ ] = dose if it differs, or a comment.

The first two records, ahead of the listing:
SMILES	Cneo AK release	miR122 inh	ARNT TACC3 PPI	esBAF inh	C2C12 statin	SIRT5 inh	ERp5 block
COC(=O)CSc1nnc(CCc2nc3ccccc3[nH]2)n1C	-1	-8	-3	-1	.	.	.
Nc1ccc2nc(-c3ccccc3)sc2c1	-1	-5	-5	-68	-17	.	.

The list itself, from the start:
SMILES	Cneo AK release	miR122 inh	ARNT TACC3 PPI	esBAF inh	C2C12 statin	SIRT5 inh	ERp5 block
COC(=O)CSc1nnc(CCc2nc3ccccc3[nH]2)n1C	-1	-8	-3	-1	.	.	.
Nc1ccc2nc(-c3ccccc3)sc2c1	-1	-5	-5	-68	-17	.	.
CCOC(=O)c1nc(Nc2ccc(Nc3ccccc3)cc2)c2ccccc2n1	.	.	-1	.	.	-3	1
COc1ccc(C(=O)Nc2cc(C)nn2-c2nc3ccccc3[nH]2)c(OC)c1	.	.	-6	.	.	-5	1
CN(NC(=O)c1ccccc1F)c1ccc([N+](=O)[O-])cn1	5	3	-2	-9	?	1	0
N#C[C@H]1[C@H](c2ccc(C3=CCCC3)cc2)[C@@H](CO)N1C(=O)c1cccc(F)c1	-5	.	-2	-2	-18	1	1
O=C(Nc1nnc(CCN2CCCCC2)s1)c1ccccc1	-1	-7	-6	8	-4	11	1
CCC1=NN2C(=N)/C(=C\c3ccc(SCc4ccco4)o3)C(=O)N=C2S1	-1	6	7	.	.	.	.
Cc1ccccc1S(=O)(=O)N1C[C@H](O)COC[C@@H]2O[C@@H](CC(=O)NCc3ccccc3Cl)CC[C@H]21	-3	13[16.7 µM]	3	-2	10	9	-1
CC(=O)Nc1ccc(N2C(=O)CSC2c2cccc([N+](=O)[O-])c2)cc1 (stereo not drawn)	.	1	1	0	-1	-1	-3
O=C(NCC(c1ccco1)N1CCN(c2ccccc2)CC1)c1ccc2c(c1)OCO2 (stereo not drawn)	5	0	0	0	36	1	2
O=C(COC(=O)C12CC3CC(CC(O)(C3)C1)C2)Nc1ccccc1OC(F)F	2	-3	-1	-3	-3	.	.
COc1ccc(NC(=O)c2ccc3c(c2)C(=O)N(CC2CCCO2)C3=O)c(OC)c1 (stereo not drawn)	1	.	.	-8	3	-3	-4
Cc1ccc(-n2c(N)c(C#N)c(-c3ccccc3)c(C#N)c2=O)cc1	5	-10	-5	6	-3	.	.
CC1=NN(C(=O)c2ccccc2)C(O)(c2ccc(Br)cc2)C1 (stereo not drawn)	.	.	0	.	.	4	2

Compound profiles, as listed above. Order of values: Cneo AK release	miR122 inh	ARNT TACC3 PPI	esBAF inh	C2C12 statin	SIRT5 inh	ERp5 block
`CCC1=NN2C(=N)/C(=C\c3ccc(SCc4ccco4)o3)C(=O)N=C2S1` as listed: -1	6	7	.	.	.	.
`Nc1ccc2nc(-c3ccccc3)sc2c1` as listed: -1	-5	-5	-68	-17	.	.
`CN(NC(=O)c1ccccc1F)c1ccc([N+](=O)[O-])cn1` as listed: 5	3	-2	-9	?	1	0
`CC(=O)Nc1ccc(N2C(=O)CSC2c2cccc([N+](=O)[O-])c2)cc1` (stereo not drawn) as listed: .	1	1	0	-1	-1	-3
`CCOC(=O)c1nc(Nc2ccc(Nc3ccccc3)cc2)c2ccccc2n1` as listed: .	.	-1	.	.	-3	1

Further records follow:
SMILES	Cneo AK release	miR122 inh	ARNT TACC3 PPI	esBAF inh	C2C12 statin	SIRT5 inh	ERp5 block
CCOCCCn1c(SCC(=O)NC2CCCCC2)nc2ccccc2c1=O	3	0	.	1	18	.	-6
CN(CC1CCN(CCc2cccc(C(F)(F)F)c2)CC1)C(=O)c1ccc(F)cc1	2	-3	3	1	-1	2	1
Cc1ccc(N(CC(=O)NCC2CCCO2)S(C)(=O)=O)cc1Cl (stereo not drawn)	0	-2	-17	-8	-9	.	.
CN(C)C(=O)C[C@H]1CC[C@H](NC(=O)C2CCC2)[C@H](CO)O1	-8	.	-2	1	-5	4	-2
C[C@H]1CN([C@@H](C)CO)C(=O)Cc2cc(NS(C)(=O)=O)ccc2O[C@H]1CN(C)Cc1ccc2c(c1)OCO2	0	3[16.7 µM]	5	-4	2	-7	-3
CC[C@]12c3[nH]c4ccccc4c3CCN1C(=O)C(CC(=O)NCc1cccc(C(F)(F)F)c1)C[C@@H]2C(=O)N1CCN(C(=O)c2ccco2)CC1 (stereo partly drawn)	2	13	16	6	5	0	-2
CCOC(=O)c1ccc(N2C(=O)C3ON(c4ccccc4)C(c4ccco4)C3C2=O)cc1 (stereo not drawn)	8	-2	-14	-3	-10	.	.
C[C@H]1CCCCO[C@H](CN(C)C(=O)Nc2ccc(C(F)(F)F)cc2)[C@@H](C)CN([C@@H](C)CO)C(=O)c2cc(NS(=O)(=O)c3ccccc3)ccc2O1	-8	29[16.7 µM]	21	-22	.	5	0
CC(C)NC(=O)N(C)C[C@H]1OCCCC[C@H](C)Oc2ccc(NC(=O)c3ccncc3)cc2C(=O)N([C@@H](C)CO)C[C@H]1C	.	-3[16.7 µM]	.	-7	-13	.	.
Cn1cc(CN2CCCC(CO)C2)c(-c2ccc(Oc3ccccc3)cc2)n1 (stereo not drawn)	0	3	6	-4	13	0	0
C[C@H](CO)N1C[C@H](C)[C@@H](CN(C)C(=O)CN(C)C)Oc2cc(-c3cncnc3)ccc2S1(=O)=O	-2	-3[16.7 µM]	-9	3	1	-1	2
COc1ccc(CCN2CC(C(=O)NCc3cccc4[nH]ccc34)CCC2=O)cc1 (stereo not drawn)	-1	0	-3	5	-8	4	3
CCOC(=O)c1ccc(N2C(=O)C(CC(N)=O)N(CCc3ccc(OC)c(OC)c3)C2=S)cc1 (stereo not drawn)	-1&-6	-7	5&-11	-1&6	-2	-2	2
Cn1c(CO)cnc1SCC(=O)c1ccc(Br)cc1	.	.	-8	.	.	2	-3
CCOC(=O)CC1C(=O)NCCN1C(=O)Nc1ccc(Cl)cc1 (stereo not drawn)	1	2	-5	-1	.	.	.
Cc1cc(C)c2sc(C)[n+](CCCS(=O)(=O)[O-])c2c1	-4	0	11	-7	-3	6	1
CCc1cc(C(=O)Nc2ccc(OC)nc2)sc1C	-8	0	-56	47*	-16	2	1
O=C(NNc1c(Cl)cc(Cl)cc1Cl)c1n[nH]c(=O)c2ccccc12	-3	-1	2	1	-1	1	0
COc1cc(C2CC(=O)NC(SCC(=O)Nc3ccccc3C)=C2C#N)ccc1O (stereo not drawn)	-2	2	68*	0	.	.	.
O=C(N[C@H]1CC[C@@H](CCNC(=O)C2CCCCC2)O[C@H]1CO)c1ccccn1	-5	.	-2	4	0	5	5
CCCNC(=O)C[C@@H]1CC[C@@H]2[C@H](COC[C@@H](O)CN2Cc2ccccc2F)O1	0	-2[16.7 µM]	-8	-4	9	-2	-2
Cc1cc(N2CCN(S(=O)(=O)c3ccc(Cl)c(Cl)c3)CC2)c2ccccc2n1	4	2	2	-4	30	-1	-2
O=C(Cn1cnc2c(OCc3ccccc3)ncnc21)NCc1ccccn1	0	3	.	-5	1	-2	0
O=C(COC(=O)c1cc(S(=O)(=O)N2CCOCC2)ccc1F)NCCc1ccc(F)cc1	3	.	-1	-5	1	1	4
O=c1[nH]c(=S)[nH]c2nc(-c3ccccc3)cnc12	.	.	1	.	.	4	2
CCOC(=O)C1=C(C)OC(N)=C(C#N)C1c1cc2c(cc1Br)OCO2 (stereo not drawn)	-1	6	20	-7	.	.	.
O=C(Cc1csc(N2CCOCC2)n1)N/N=C/c1ccc(O)c(O)c1O	-1	-5	-2	-12	0	1	1
CCC(C)(C)C1CCC(NC(=O)N2CCN(c3ccccc3O)CC2)CC1 (stereo not drawn)	1	-22	0	-2	-1	-1	2
COc1ccc(NC(=O)N(C)C[C@H]2Oc3ccc(NC(=O)Nc4ccc5c(c4)OCO5)cc3C(=O)N([C@H](C)CO)C[C@H]2C)cc1	2	-1[16.7 µM]	-2	-4	-17	7	2
CCOC(=O)CNC(=O)c1sc(NC(=O)c2cccc(F)c2)nc1C	-1	-5	0	54*	-14	.	.
Cc1cccc(NC(=O)C2CCN(c3nc(C)cc(C)n3)CC2)c1	1	-21	2	-8	-8	.	.
Cc1ncc(S(=O)(=O)c2ccc(Cl)cc2)c(-c2ccccc2)n1	5	-6	-7	-11	-8	.	.
C[C@@H]1CN([C@H](C)CO)S(=O)(=O)c2ccc(C#CC3CC3)cc2O[C@@H]1CN(C)C(=O)C1CCC1	2	-14[16.7 µM]	5	0	-9	1	-10
N#Cc1ccccc1NC(=O)CNc1cc(S(=O)(=O)N2CCOCC2)ccc1NCC1CCCO1 (stereo not drawn)	-1	12	5	18	10	-1	2
C[C@H](CO)N1C[C@H](C)[C@H](CN(C)Cc2ccccc2F)Oc2ncc(/C=C/c3ccccc3)cc2C1=O	0	2[16.7 µM]	3	5	-17	0	-1
COc1cc(CNC2CCCCCC2)cc(OC)c1	0	-1	-5	-4	-1	.	.
O=C(O)C1CCC(Cn2c(SCc3cc(=O)n4cc(Cl)ccc4n3)nc3ccsc3c2=O)CC1 (stereo not drawn)	.	.	-5	.	.	8	0
COc1ccc(CN(C)C[C@@H]2Oc3ccc(NS(=O)(=O)c4cccs4)cc3CC(=O)N([C@H](C)CO)C[C@@H]2C)cc1	.	-1[16.7 µM]	.	2	-5	3	6
C[C@@H]1CN([C@@H](C)CO)C(=O)Cc2cc(NC(=O)CCC(F)(F)F)ccc2O[C@@H]1CN(C)Cc1ccc2c(c1)OCO2	3	-10[16.7 µM]	2	0	20	-2	2
Oc1ccc(N2CCN(C(c3ccccn3)c3nnnn3C3CCCC3)CC2)cc1 (stereo not drawn)	1	-8	11	-6	9	.	.
COc1ccc(N=Nc2c(-c3ccc(OC)cc3)[nH]oc2=O)cc1	2	-1	2	-1	7	6	1
O=C(OCC(=O)c1ccc(S(=O)(=O)N2CCCC2)cc1)C1=COCCO1	2	-8	-5	7	1	.	.
CCc1cccc(N(C(=O)c2csnn2)C(C(=O)NC2CCCC2)c2cccnc2)c1 (stereo not drawn)	-2	.	.	-1	-7	0	5
Cc1ccc(N(CC(=O)NCc2ccco2)C(=O)CNS(=O)(=O)c2ccc(F)cc2)c(C)c1	7	-2	33	-2	5	-2	-7

Taken from above:
C2C12 statin, Oc1ccc(N2CCN(C(c3ccccn3)c3nnnn3C3CCCC3)CC2)cc1 (stereo not drawn) is entered as 9
miR122 inh, C[C@@H]1CN([C@@H](C)CO)C(=O)Cc2cc(NC(=O)CCC(F)(F)F)ccc2O[C@@H]1CN(C)Cc1ccc2c(c1)OCO2 is entered as -10[16.7 µM]
